TAAR1 antagonist: antagonists of human TAAR1 | Q96RJ0 | 360,000 compounds, 1.5% hits | CHO RD-HGA16 TAAR1, Fluo-8 calcium fluorescence, antagonist | inhibition, % at 3 µM;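 active = inhibition above a per-plate cutoff, the mean inhibition of test compounds on that plate plus 3 SD, cut at about 49% in these data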;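 note: 0% = DMSO plus EC80 beta-PEA response and 100% = DMSO alone without agonist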
Target sequence (Q96RJ0 whole entry, looked up): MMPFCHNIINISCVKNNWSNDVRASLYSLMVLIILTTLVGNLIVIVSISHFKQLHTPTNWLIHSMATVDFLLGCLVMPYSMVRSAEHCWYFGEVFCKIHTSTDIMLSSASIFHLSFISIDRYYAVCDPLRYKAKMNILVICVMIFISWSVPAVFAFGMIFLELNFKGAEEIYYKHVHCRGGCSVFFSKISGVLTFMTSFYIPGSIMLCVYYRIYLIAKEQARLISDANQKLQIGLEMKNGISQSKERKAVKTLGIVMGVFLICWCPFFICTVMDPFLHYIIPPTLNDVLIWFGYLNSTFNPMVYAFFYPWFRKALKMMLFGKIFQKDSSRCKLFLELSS
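Material: CHO RD-HGA16 cells bearing hTAAR1; compound dosing: one-point dosing, 3 µM nominal final; schedule: dye loading 75 min at 37 °C, then 30 min room temperature; measured by: calcium fluorescence with Fluo-8; control set: vehicle and agonist controls; replication: n of 1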
CHO-K1 Ca PAM: M1 PAM counterscreen hit in parental CHO-K1 cells; ATP EC20, Fluo-8 calcium fluorescence; 0% at ATP EC20, 100% at ATP max; activation, % at 3 µM; 360,000 compounds, 0.02% hits;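 active = activation above the run cutoff, the mean activation of all test compounds plus 3 SD, cut at about 40% in these data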;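 note: peak over basal fluorescence ratio in a 140 s read after ATP addition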
CRFR2-BP ag: agonists of human CRF-binding protein/CRF-R2 receptor complex. AID 588473. 350,000 compounds, 0.46% hits. activation, % at 13.2 µM. HEK293 CRF-R2/CRF-BP, calcium dye fluorescence (FLIPR); percent of saturating CRF peptide response;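 active = activation of at least 50%, plus an integration ratio under a set limit after plate pattern correction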;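 note: plate controls were neutral control wells without compound for no effect and CRF at EC100 for full effect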
M4 PAM: CHRM4 positive allosteric modulation; 360,000 compounds, 0.4% hits; activation, % at 3 µM; AID 624126; CHO-K1 hM4/Gqi5, Fluo-8 calcium fluorescence, ACh EC20; 0% = ACh EC20, 100% = maximal ACh; P08173;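 active = activation above its plate's cutoff, the mean activation of sample wells plus 3 SD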; note: some results filed as inactive read as strong as hits
TAAR1 agonist: human TAAR1 agonism | AID 624467 | 360,000 compounds, 0.99% hits | CHO RD-HGA16 TAAR1, Fluo-8 calcium fluorescence; vehicle wells 0%, saturating PEA agonist 100% | Q96RJ0 | activation, % at 3 µM;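 active = activation above the mean activation of all test compounds in the run plus 3 SD, cut at about 38% in these data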
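System: CHO-derived RD-HGA16 cells with stable Gα16 and human TAAR1 / Times: 17-24 h plating, Fluo-8 75 min 37 °C, 30 min RT / Technique: calcium-sensitive Fluo-8 signal, excitation 470-495, emission 515-575 nm / Measure: % activation relative to PEA EC100 response / Benchmarks: DMSO and PEA EC100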
CHRM5 antagonist: blocks acetylcholine activation of human M5 receptor. P08912. CHO-hM5 cells, Fluo-8 calcium fluorescence, ACh EC80. inhibition, % at 3 µM. 360,000 compounds, 0.59% hits. AID 624040;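 active = inhibition above a per-plate cutoff, the mean of that plate's test compounds plus 3 SD, cut at about 27% in these data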;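 note: 0% = acetylcholine EC80 with DMSO and 100% = DMSO without agonist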
Target sequence (P08912 whole entry, looked up): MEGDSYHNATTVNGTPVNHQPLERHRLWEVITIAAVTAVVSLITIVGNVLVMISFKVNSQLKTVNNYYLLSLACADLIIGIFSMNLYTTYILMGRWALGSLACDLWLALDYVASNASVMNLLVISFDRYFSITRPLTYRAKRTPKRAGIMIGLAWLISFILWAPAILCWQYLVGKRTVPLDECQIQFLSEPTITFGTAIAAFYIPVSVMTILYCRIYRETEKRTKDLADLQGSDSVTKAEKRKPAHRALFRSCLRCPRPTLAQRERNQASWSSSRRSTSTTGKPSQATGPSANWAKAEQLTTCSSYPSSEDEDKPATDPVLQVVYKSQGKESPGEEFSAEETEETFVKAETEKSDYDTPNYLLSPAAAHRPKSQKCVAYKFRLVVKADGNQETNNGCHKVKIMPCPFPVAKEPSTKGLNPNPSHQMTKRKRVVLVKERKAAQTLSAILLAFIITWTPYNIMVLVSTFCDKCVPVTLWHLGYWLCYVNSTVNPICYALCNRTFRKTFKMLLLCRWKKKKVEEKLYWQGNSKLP
CRFBP-R2 block: blocks CRF-induced signaling of the CRF-BP/CRF-R2 complex; HEK293 CRF-R2/CRF-BP, CRF-induced calcium fluorescence; 350,000 compounds, 0.59% hits; inhibition, % at 11.8 µM;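 active = inhibition of the ligand-induced calcium signal above about 50% at the single tested concentration, limit read from the data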
CHRM5 PAM: CHRM5 positive allosteric modulation. AID 624038. P08912. CHO-K1 hM5, Fluo-8 calcium, ACh EC20 PAM; 0% = ACh EC20, 100% = ACh EC100. activation, % at 3 µM. 360,000 compounds, 0.3% hits;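 active = activation above the run cutoff, the mean activation of all test compounds plus 3 SD, cut at about 18% in these data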
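System – CHO-K1 hM5 cells · Compound – 3 µM, single dose · Incubation – compound preincubation 140 s before EC20 acetylcholine addition · Technique – Fluo-8 calcium fluorescence · Measure – Max/basal fluorescence ratio as % of EC20–EC100 ACh window · Benchmarks – low control EC20 acetylcholine (0%), high control EC100 acetylcholine (100%) · Replication – singlicate, one well per test compound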
M5 ag: CHRM5 agonism in calcium assay | CHO-K1 hM5 cells, Fluo-8 calcium fluorescence; 0% DMSO wells, 100% maximal acetylcholine response | activation, % at 3 µM | 360,000 compounds, 0.19% hits | AID 624037;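 active = activation above the run's mean over test compounds plus 3 SD, cut at about 23% in these data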;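 note: signal is peak over basal fluorescence ratio across the kinetic read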
Active calls of the source: *; x = no result given. These rows are one share of the data, so the mix of outcomes need not match the whole.

SMILES	TAAR1 antagonist	CHO-K1 Ca PAM	CRFR2-BP ag	M4 PAM	TAAR1 agonist	CHRM5 antagonist	CRFBP-R2 block	CHRM5 PAM	M5 ag
O=C(NN=Cc1ccc(N(CCCl)CCCl)cc1)C(=O)c1c[nH]c2ccccc12	38	6	0.7	3	3	14	14	-19	4
CC/C(=N\NC(=O)c1ccccc1)c1c(O)n(Cc2ccccc2)c(=O)[nH]c1=O	-12	3	0.7	2	2	0	16	5	0
Clc1ccc(-c2nc3ccc(Cl)cn3c2CN2CCCCC2)cc1	-39	18	2.1	7	3	12	-17	1	-3
CCC(=Nc1cccc(C(F)(F)F)c1)c1c(O)n(C)c(=O)n(C)c1=O	-6	19	-0.9	0	0	0	-13	3	3
COC(=O)C1=C(c2cccc(OC)c2OC)C[C@@H]2CC[C@H]1N2C(=O)N1CCOCC1	2	0	2.0	12	7	4	2	3	2
CCOc1cc(CNC(C)C(O)c2ccccc2)cc(Cl)c1OCC (configuration not stated)	-7	12	-0.7	0	25	7	-17	-3	-1
CCC(C)n1c(O)c(C=NCCN2CCOCC2)c(=O)[nH]c1=S (configuration not stated)	-29	1	-1.2	-27	1	21	1	-16	1
CN(C)C(=S)SSC(=S)N(C)C	8	-3	-0.3	-8	25	0	0	-17	-1
FC(F)(F)c1ccc2c(c1)N(CCCN1CCN(CCCl)CC1)c1ccccc1S2	-13	10	-0.1	-16	28	0	15	-15	-12
COC(=O)C1=C(c2ccc(F)cc2F)C[C@@H]2CC[C@H]1N2C(=O)N1CCOCC1	2	11	-3.4	3	5	3	6	-3	0

Two of these compounds in a different format:
SMILES,TAAR1 antagonist,CHO-K1 Ca PAM,CRFR2-BP ag,M4 PAM,TAAR1 agonist,CHRM5 antagonist,CRFBP-R2 block,CHRM5 PAM,M5 ag
FC(F)(F)c1ccc2c(c1)N(CCCN1CCN(CCCl)CC1)c1ccccc1S2,-13,10,-0.1,-16,28,0,15,-15,-12
COC(=O)C1=C(c2ccc(F)cc2F)C[C@@H]2CC[C@H]1N2C(=O)N1CCOCC1,2,11,-3.4,3,5,3,6,-3,0

Going on with the list.
SMILES	TAAR1 antagonist	CHO-K1 Ca PAM	CRFR2-BP ag	M4 PAM	TAAR1 agonist	CHRM5 antagonist	CRFBP-R2 block	CHRM5 PAM	M5 ag
CCc1cc(=O)[nH]c(SCCCF)n1	13	17	-0.9	8	0	4	-11	-2	-2
COC(=O)C1=C(c2ccc(F)cc2F)C[C@@H]2CC[C@H]1N2C(=O)NC1CC1	x	-15	-0.6	18	x	21	-4	-5	-1
C/C(=N\NC(=O)c1ccccc1)c1c(O)n(Cc2ccccc2)c(=O)[nH]c1=O	-22	7	-1.8	-4	6	2	22	-4	5
CC1(C)CC2CCC(O)C2C(CCO)N1 (configuration not stated)	8	-5	-2.1	-1	1	2	2	0	4
COC(=O)C(O)(c1ccc(NC(=S)NC(=O)c2ccccc2)cc1)C(F)(F)F (configuration not stated)	8	-4	14	-4	24	1	-104	-7	1
O=C(COc1ccc(Cl)cc1)N1CCN(C2CCCC2)CC1	3	-4	-0.7	-7	-3	7	-4	2	-8
COc1ccc(-c2[nH]ncc2CNC(C)Cc2ccsc2)c(F)c1 (configuration not stated)	2	13	-2.3	2	17	5	3	-4	-2
Cc1ccccc1CC(=O)N(CCN(C)C)CC1CCCN(Cc2ccccc2F)C1 (configuration not stated)	-6	-9	0.7	-7	1	-2	0	-2	-4
COc1ccc(CNC(=O)C(NC(C)=O)C(C)C)cc1OC (configuration not stated)	-8	-1	1.9	6	6	4	0	3	3
COC(=O)C1C2c3ccccc3OC1(C)N=c1s/c(=C/c3cnn(C)c3C)c(=O)n12 (configuration not stated)	-4	4	-0.2	3	2	0	-7	-5	0
O=c1cccc2n1CC1CC2CN(S(=O)(=O)c2ccc(F)cc2)C1 (configuration not stated)	-1	8	0.6	3	8	5	8	-4	-2
Cc1nn(Cc2ccccc2)c(Cl)c1C(=O)OCC(=O)NCC1CCCO1 (configuration not stated)	17	10	-0.6	9	7	-7	-8	1	-6
Cc1ccc(C2SCC(=O)Nc3c2c(=O)[nH]n3C2CCOC(C)(C)C2)cc1 (configuration not stated)	0	20	-0.2	4	4	-1	-2	8	-2
CC(NCC#Cc1ccccc1)C(O)c1ccccc1 (configuration not stated)	-10	20	2.4	-1	3	5	-23	3	-3
COC(=O)C1=C(c2c(C)noc2C)C[C@@H]2CC[C@H]1N2C(=O)N1CCC(O)CC1	7	15	0.6	-1	11	8	-3	9	1
COc1ccc(C(=O)C2CCCN(Cc3cnc(C)s3)C2)cc1OC (configuration not stated)	-4	0	-0.4	-11	1	-3	14	-3	-10
CC(C)CC(C)N (configuration not stated)	-5	-11	-0.4	5	0	7	-6	-1	4
CCCCOC(=O)c1ccccc1C(=O)OCCCC	-13	13	-0.3	6	10	1	-1	2	0
CCCCn1c(O)c(C(C)=NCC2CCCO2)c(=O)[nH]c1=O (configuration not stated)	2	-3	-0.6	0	4	-1	-5	-1	3
C[C@@H]1CN([C@@H](C)CO)C(=O)CCCn2nncc2CO[C@@H]1CN(C)C(=O)Oc1ccccc1	-13	-3	-1.3	4	2	5	2	5	-1
Cc1ccc(C2=NN(CCC(=O)N3CCC4(CC3)OCCO4)C(=O)CC2)cc1	-18	17	0.8	0	10	-3	3	1	1
CC1=NN=C(c2ccc(N)cc2)c2cc3c(cc2C1)OCO3	-37	18	14	-2	8	-8	19	3	0
O=C(O)c1ccccc1-c1ccc(C=C2C(=O)N(c3ccccc3)C(=S)N(c3ccccc3)C2=O)o1	-3	18	2.1	-3	1	8	-6	1	1
CN(C)[C@@H]1C(=O)C(C(N)=O)=C(O)[C@@]2(O)C(=O)C3=C(O)c4c(O)ccc(Cl)c4[C@@](C)(O)[C@H]3C[C@@H]12	8	3	-1.1	-2	0	2	-3	2	2
Cc1[nH]c2ccccc2c1C(=O)C(=O)N1CC2CC(C1)c1cccc(=O)n1C2 (configuration not stated)	-5	13	4.3	2	1	3	0	-2	-5
CC(Cc1ccccc1Sc1ccccc1)N(C)C (configuration not stated)	9	23	1.4	-40	48*	99*	-16	-21	-7
CCN(CC)C(=O)Cn1cc(C=C2C(=O)N(C)C(=O)N(C)C2=O)c2ccccc21	2	14	0.7	4	6	7	2	-4	-4
COc1ccc(NC2(C#N)CCCCC2)cc1	9	-14	-1.4	-7	3	6	-3	2	2
O=C(c1ccc2c(c1)OCO2)N1CCC2(CC1)OCCO2	-1	3	1.3	5	4	-4	4	2	2
COc1cccc(CN2CCNCC2)c1	-18	2	3.4	-6	0	-6	9	1	-1
CCC(C)N1C(=O)NC(=O)C2(Cc3c(ccc4ccccc34)N(C)C2)C1=O (configuration not stated)	56*	13	1.6	-12	23	17	-24	-48	-4
NCCCN1CCN(c2ccccc2)CC1	-9	9	1.8	17	-1	7	8	15	-7
CN1C(=O)C(C2(C#N)CCCCC2)C(=O)N(C)C1=O	4	22	-0.2	-7	3	-6	-2	2	2
CCn1c(O)c(/C(C)=N/N2CCCCC2c2cccnc2)c(=O)[nH]c1=S (configuration not stated)	4	6	2.8	-8	0	-2	-54	2	-1
CC1C(c2cccs2)=[N+]([O-])C(C)(C(=O)c2cccs2)N1O (configuration not stated)	-7	28	1.4	8	4	-3	-3	4	4
CCC(COC(=O)NC)NC(=O)Oc1cccc(C)c1 (configuration not stated)	15	14	1.6	1	9	-6	9	3	-5
COC(=O)C1=C(c2cccc3c2S(=O)(=O)c2ccccc2-3)C[C@@H]2CC[C@H]1N2C(=O)N1CCc2cc(OC)c(OC)cc2C1	51*	12	-1.9	-7	17	13	17	-20	-1
CCOC(=O)[C@]12Cc3ccc(C)cc3[C@H]1N(C1CCCCC1)C(=O)c1cc(OC)ccc12	15	14	x	5	3	4	x	16	18
Cc1[nH]c2ccccc2c1/C=N/O	-9	-3	-0.1	12	9	0	2	5	-2
O=S(=O)(c1ccc(F)cc1)N1CN2CCN(C2)C1	-12	-1	-2.9	2	1	-4	-1	-5	4
Clc1ccccc1CNCCc1c[nH]c2ccccc12	-1	10	-0.7	-4	3	-2	-12	0	-1
COc1ccc(OC)c(CC(=O)O)c1	2	-6	-0.7	7	9	4	6	4	4
CC(=O)N1CCN(CCN=Cc2c(O)n(-c3ccc(F)cc3)c(=S)[nH]c2=O)CC1	-16	3	0.0	-1	4	3	12	-1	-4
CCC(C)n1c(O)c(C=Nc2cccc(C(F)(F)F)c2)c(=O)[nH]c1=S (configuration not stated)	12	26	10	-4	2	-10	-79	3	2
COc1cc2c(cc1OC)-c1c(OC)c(OC)cc3c1[C@H](C2)N(C)CC3	2	-7	-4.0	5	7	5	-2	1	0
O=C1NC(=O)N(c2cccc(Cl)c2)C(=O)/C1=C\c1ccc(Sc2nc3ccccc3[nH]2)o1	75*	-2	19	-7	118*	18	-44	-24	36*
CCOC(=O)c1c(-n2c(C)cc(/C=C3\C(=O)NC(=O)N(C)C3=O)c2C)sc2c1CCCC2	-2	10	30	-7	21	-2	-194	-14	-13
CCCS(=O)(=O)N1CCC(C(=O)N2CCC3(CC2)OCCO3)CC1	-15	16	-2.6	13	-2	-6	-14	5	-2
COc1cc2c(C(=O)O)c(C)n(C)c2cc1Br	-19	-10	0.1	-3	5	10	-12	-1	-2
Cc1ccc(-n2c(C)nc3ccccc3c2=O)cc1C	-5	-2	1.1	0	15	9	-6	-7	-2

A stretch of the results above:
SMILES	TAAR1 antagonist	CHO-K1 Ca PAM	CRFR2-BP ag	M4 PAM	TAAR1 agonist	CHRM5 antagonist	CRFBP-R2 block	CHRM5 PAM	M5 ag
COc1cc2c(C(=O)O)c(C)n(C)c2cc1Br	-19	-10	0.1	-3	5	10	-12	-1	-2
Cc1ccc(-n2c(C)nc3ccccc3c2=O)cc1C	-5	-2	1.1	0	15	9	-6	-7	-2

The results go on:
SMILES	TAAR1 antagonist	CHO-K1 Ca PAM	CRFR2-BP ag	M4 PAM	TAAR1 agonist	CHRM5 antagonist	CRFBP-R2 block	CHRM5 PAM	M5 ag
CCC(=O)c1ccc(OC(=O)N(C)c2ccccc2)cc1	6	12	-0.1	-1	3	-3	7	0	1
FCCN(CCF)c1cccc(Cl)c1	10	x	-1.0	x	-3	x	4	x	x
CCOc1ccccc1-n1c(O)c(C=NCc2ccc3c(c2)OCO3)c(=O)[nH]c1=O	-1	18	-1.2	8	8	2	-11	4	-4
COC(=O)C1=C(c2cccc(OCc3ccccc3)c2)C[C@@H]2CC[C@H]1N2C(=O)NCc1ccc(C(F)(F)F)cc1	6	11	2.0	-2	3	15	15	-9	-2
C=C(C)CC1(CC)C(=O)NC(=S)NC1=O	-34	8	-2.8	3	2	-1	5	9	0
COc1ccc(C(=O)C2CCCN(Cc3ccsc3)C2)cc1OC (configuration not stated)	3	17	-0.8	-2	1	12	-14	-2	-11

Assay outcomes (PubChem BioAssay)
